RT RNaseH block: blocks HIV-1 RNase H cleavage of RNA/DNA duplex | P04585 | RT-RNase H RNA/DNA duplex cleavage, fluorescence | inhibition, % at 10 µM | 65,000 compounds, 1.9% hits; in the data active = inhibition above about 50%
RmlCD inh mix: RmlC/RmlD inhibition, mixture screen; RmlC/RmlD coupled enzyme inhibition, 384-well mixture HTS; inhibition, % at 5.5 µM; 110,000 compounds, 0.39% hits; in the data active = inhibition above about 30%, passing the limit was not always enough; inconclusive = no clear call, values can overlap the other calls; also: strong numbers were not always called active
* marks the source's active call; other numbers are inactive results; ? = inconclusive; nt = no result given. Only part of the results is shown (hit frequency here may not be typical).

mol,RT RNaseH block,RmlCD inh mix
Cc1ccc(N2CC(C(=O)Nc3ccc(N(C)C)cc3)CC2=O)cc1C (centres undefined),12,4
C[C@H]1CCC[C@H](O)CCCCCc2cc(O)cc(O)c2C(=O)O1,-15,5
O=C(Cc1ccccc1)N/N=C/c1cc(Br)c(Br)o1,nt,-11
S=C(NC1CCCCC1)N(CCc1nc2ccccc2[nH]1)C1CCCC1,nt,-8
CC(=O)c1ccc(NC(=O)CN2C(=O)COc3ccc(Cl)cc32)cc1,2,8
COCc1[nH]nc2c1C(c1ccsc1)C(C#N)=C(N)O2 (centres undefined),-3,-1
Oc1ccc(Br)cc1CNn1cnnc1,6,6
COc1ccc([C@H]2/C=C\CN(S(=O)(=O)/C=C/c3ccccc3)[C@@H](C)C(=O)N2Cc2ccc(F)cc2)cc1,nt,-11
COc1cc(NC(=O)CCc2nc(-c3cccs3)no2)cc(OC)c1OC,nt,17
Cc1c(C)n(CC(O)CN2CCCCCC2)c2ccccc12 (centres undefined),4,9
Cc1cc(-c2ccc(Cl)cc2)c(C#N)c(N)n1,nt,-5
COc1ccccc1-c1ccc(=O)n(CC(=O)NC(C)(C)C)n1,-7,-6
Cc1nn(C)c(C)c1S(=O)(=O)N(CC(=O)NCCCOC(C)C)c1ccc(C(C)C)cc1,3,11
CCOC(=O)C(NS(=O)(=O)c1ccccc1)(C(F)(F)F)P(=O)(OCC(C)C)OCC(C)C (centres undefined),nt,-82
COC(=O)c1cc(NC(=O)CC2NC3CCCCC3NC2=O)cc(C(=O)OC)c1 (centres undefined),nt,7
Cc1ccc2nc(SCc3ccc([N+](=O)[O-])cc3)nc(C)c2c1,nt,-10
CCOc1ccc(C(=O)CCN2CCCCCC2)cc1,4,8
CC1(C)CC(NC(=O)CC(c2ccccc2)c2ccccc2)CC(C)(C)N1,nt,-6
Cc1nnc(C)n1/N=C/c1cccs1,-7,?
CC(C)(C)c1ccc(C(=O)c2c[nH]c(C(=O)NCc3cccs3)c2)cc1,nt,1
CCOC(=O)C1=C(CNCc2ccc(C)cc2)NC(=O)NC1c1cc(C)ccc1C (centres undefined),nt,-8
CCC(C)NC(=O)CSc1nc2c(sc(=S)n2Cc2ccco2)c(=O)n1-c1ccccc1 (centres undefined),nt,-7
CCOC(=O)c1c(N)sc2c(OC)c(Br)ccc12,-77,-10
CC(C)n1cc(-c2ccc(Cl)cc2)cc(C#N)c1=O,nt,-13
C/C(Cn1nnc([N+](=O)[O-])n1)=N\NC(=O)c1ccccc1Cl,nt,-9
CCCC(=O)c1c[nH]c(C(=O)NCCc2ccccn2)c1,nt,7
N#Cc1c(NC(=O)CSc2nnnn2C2CCCCC2)sc2c1CCCC2,0,-10
C[C@@]12CC(=O)NC1N(C(=O)c1cccc(C(F)(F)F)c1)C(c1ccccc1O)C2 (some centres undefined),nt,6
O=C(COc1ccc(Cl)cc1)Nc1nnc(-c2ccc3c(c2)CCCC3)o1,87*,0
CC(C)[C@@H](C(=O)OCC(=O)Nc1ccc2c(c1)OCO2)N1C(=O)c2ccccc2C1=O,nt,5
O=C(Nc1cccc(-c2cn3ccsc3n2)c1)c1ccccc1,-3,1
O=C1CCCc2nc(NCc3ccco3)ncc21,-10,14
C=CCC(C)(NCc1ccccc1)c1ccco1 (centres undefined),nt,-8
Cc1ccc(CNC(=O)c2cc3c(-c4ccc(Cl)cc4)nn(C)c3s2)o1,-10,-11
O=C1C2C3C=CC([C@@H]2C(=O)N1c1nccs1)C31CC1 (some centres undefined),6,-9
CC(C)N(Cc1nc(-c2ccc(Cl)cc2)no1)C(=O)c1cccs1,2,-9
CCOC(=O)c1c(N)ssc1=S,85*,5
Cc1ccc(S(=O)(=O)NCc2ccco2)cc1C,-19,8
C=CCn1c(COc2ccc(F)cc2)nnc1SCC(=O)NC(=O)NCc1ccco1,14,-9
O=C(C(Cc1ccccc1)n1cccc1)N1CCN(c2cccc(Cl)c2)CC1 (centres undefined),nt,11
CCCCN1C(=O)CC(N2CCOCC2)C1=O (centres undefined),nt,1
CC(C)Oc1ccc(Cl)cc1Nc1nc(NCCO)nc(N2CCCC2)n1,nt,7
COc1cc(C(=O)NCc2cn3ccccc3n2)cc(OC)c1OC,-19,6
CCOC(=O)c1oc2ccc(S(=O)(=O)N3CCOCC3)cc2c1C,7,6
CC1CC(C)CN(C(=O)CSc2nnc(-c3ccc(F)cc3)o2)C1 (centres undefined),82*,-7
O=C(NCc1ccc2c(c1)OCO2)C1CC(=O)N(C2CCCCCC2)C1 (centres undefined),-3,3
Cc1cc(C(=O)OCC(=O)Nc2cc(C)on2)c2ccccc2n1,-19,6
CC1CC(C)CN(c2ncnc3c2cnn3Cc2ccc(Cl)cc2)C1 (centres undefined),-69,18
COc1ccc2c(Cl)c(-c3nnc4n3CCCCC4)sc2c1,-17,5
O=C(NCCN1CCN(C(=O)c2cc3ccccc3oc2=O)CC1)c1cc2ccccc2oc1=O,-2,-50

One compound at a time, from the list above. Screens in order: RT RNaseH block	RmlCD inh mix
Cc1ccc(CNC(=O)c2cc3c(-c4ccc(Cl)cc4)nn(C)c3s2)o1 across the screens: -10	-11
C[C@@]12CC(=O)NC1N(C(=O)c1cccc(C(F)(F)F)c1)C(c1ccccc1O)C2 (some centres undefined) across the screens: nt	6
O=C1CCCc2nc(NCc3ccco3)ncc21 across the screens: -10	14
CCCC(=O)c1c[nH]c(C(=O)NCCc2ccccn2)c1 across the screens: nt	7

Following part:
mol,RT RNaseH block,RmlCD inh mix
Cc1noc(NS(=O)(=O)c2ccc(NC(=O)CSc3ncccn3)cc2)c1C,-5,-12
CC(=O)NNc1nc2ccccc2s1,nt,-12
CCOc1ccc(C(=O)Cc2ccc3oc(C(=O)O)cc3c2)c(O)c1,-86,8
CCc1cc(C)cc(OCCNC(=O)c2cncc(Br)c2)c1,nt,-4
CN1CCN(C(=O)c2sc(=S)n(-c3ccccc3)c2N)CC1,95*,-3
O=C1c2ccccc2C(=O)N1CCc1nc(-c2cccnc2)no1,-22,-75
COc1ccc(Cl)cc1NC(=O)C(=O)NC1CCCCCC1,nt,0
CCOc1ccc(CCNC(=O)C2CCN(C(=O)N(C)C)CC2)cc1OCC,4,6
CC(=O)c1ccc(N(C)C)cc1,nt,15
COC(=O)C1=C(c2ccccc2)C[C@@H]2CC[C@H]1N2C(=O)N1CCC(O)CC1,nt,6
Cc1ccc2c(c1)C(c1ccccc1)N(C(=O)c1ccc(Br)o1)CC(=O)N2 (centres undefined),-7,nt
Cc1c(C(=O)c2ccc(Cl)cc2Cl)cnc2cc3c(cc12)OCO3,nt,7
CCC(=O)Nc1cccc(C2=NOC3(C2)C[C@@H](C(N)=O)N(C(=O)c2cc([N+](=O)[O-])cc([N+](=O)[O-])c2)C3)c1 (some centres undefined),nt,3
COC(=O)C1=C(C)N(CCc2ccc(OC)cc2)C(=O)C1,-2,1
CSc1nc(C)c2c(n1)OC(CN1C(=O)c3ccccc3C1=O)C2 (centres undefined),-21,nt
Cc1ccc(/S(C)=N/S(=O)(=O)c2ccc(C)cc2)cc1 (centres undefined),nt,-5
O=C(NCc1ccco1)Nc1ccc2snnc2c1,nt,-3
O=C(c1ccc2c(c1)OCCCO2)c1cccs1,-14,-86
CC(=O)c1c(C)[nH]c(C(=O)N2CCCCCC2)c1C,-12,-30
CC(C)CCNC(=O)c1cnn2c(C(F)(F)F)cc(-c3ccco3)nc12,-2,-2
CC(=O)c1cccc(OCC(O)CN2CC=C(c3ccccc3)CC2)c1 (centres undefined),0,-3
CC(C)CCNC(=O)CN(Cc1cccs1)C(=O)CCC(=O)Nc1nccs1,nt,-21
COc1ccc(NC(=O)C2CC2)cc1NS(=O)(=O)c1ccc(F)cc1,nt,-10
CC(C)=CCSc1nnc([C@@H](N)Cc2c[nH]c3ccccc23)o1,0,40
O=C(c1ccccc1)N1CCN(C2CC(=O)N(CCc3ccccc3)C2=O)CC1 (centres undefined),-2,1

The list continues:
Sequence of screens – RT RNaseH block | RmlCD inh mix
COC(=O)Cn1c(=NC(=O)CSCC(=O)NC2CCCCC2)sc2cc(OC)ccc21
→ -5 | -3
CCOC(=O)c1oc2ccccc2c1NC(=O)COC
→ -14 | -1
CC(C)c1[nH]nc2c1C(c1cccc(OC(=O)N3CCOCC3)c1)C(C#N)=C(N)O2 (centres undefined)
→ -10 | 8
Cc1cccc2cc(C(c3nnnn3C3CCCC3)N3CCOCC3)c(=O)[nH]c12 (centres undefined)
→ 0 | -7
c1ccc(-c2cc(N3CCOCC3)nc(-c3ccccc3)n2)cc1
→ -8 | 3
O=C(CSc1nnc(C2COc3ccccc3O2)o1)N1CCCCC1 (centres undefined)
→ -6 | -12
C=CCSc1ncc(C#N)c(N)n1
→ nt | -24
CCNC(=O)c1sccc1-n1cccc1
→ nt | 99
CC(=O)c1cc(CN2CCCCC2)cc(OC(C)C)c1
→ -11 | nt
Cc1cccc(-n2c(SCC(=O)Nc3nonc3C)nnc2-c2ccoc2C)c1
→ -12 | 3
FC(F)(F)c1cccc(Sc2cc(C(F)(F)F)nc(-c3ccccn3)n2)c1
→ nt | 5
CCOc1ccc(C(=O)CCC(=O)O)cc1
→ nt | 9
CCc1sc(C(=O)NC2CCN(C)CC2)cc1Br
→ 0 | 7
Cc1c(C)c2cc(Cl)c(OCc3nn[nH]n3)cc2oc1=O
→ -1 | -6
Cc1ccc(-n2nc3c(c2NC(=O)c2ccc4c(c2)OCO4)CS(=O)C3)cc1 (centres undefined)
→ 1 | 25

Part of the list above, with each value named.
> Cc1ccc(-n2nc3c(c2NC(=O)c2ccc4c(c2)OCO4)CS(=O)C3)cc1 (centres undefined)
  RT RNaseH block: 1; RmlCD inh mix: 25

> CCNC(=O)c1sccc1-n1cccc1
  RT RNaseH block: nt; RmlCD inh mix: 99

> COC(=O)Cn1c(=NC(=O)CSCC(=O)NC2CCCCC2)sc2cc(OC)ccc21
  RT RNaseH block: -5; RmlCD inh mix: -3

> O=C(CSc1nnc(C2COc3ccccc3O2)o1)N1CCCCC1 (centres undefined)
  RT RNaseH block: -6; RmlCD inh mix: -12

Further results follow:
Sequence of screens – RT RNaseH block | RmlCD inh mix
COc1cc(C2C(C(=O)c3ccc(C)o3)=C(O)C(=O)N2c2cc(C)on2)ccc1O (centres undefined)
→ 1 | 7
CCOC(=O)C(C(=O)OCC)[C@@H]1CS(=O)(=O)C[C@H]1C(C(=O)OCC)C(=O)OCC
→ -9 | 7
CCOC(=O)C1=C(O)/C(=C/N(C)C)N=C1C
→ -2 | 8
CCOc1ccccc1NC(=O)CSc1nnc(-c2cnccn2)n1CC
→ -16 | -11
CC(=O)c1cc2c(cc1NC(=O)CN1CCN(c3cccc(C(F)(F)F)c3)CC1)OCO2
→ nt | 0
O=C(NCc1ccccc1)N(Cc1cc2cc3c(cc2[nH]c1=O)OCO3)CC1CCCO1 (centres undefined)
→ -1 | 14
O=C(O)c1cc(C(F)(F)F)nc2c(C(F)(F)F)cccc12
→ nt | -6
O=C1CC(c2ccccc2)C(C(=O)O)N1 (centres undefined)
→ -4 | -11
CCn1c(C(c2ccccc2)c2ccccc2)n[nH]c1=S
→ nt | -1
O=C(Cn1ccc2ccccc2c1=O)NCC1COc2ccccc2O1 (centres undefined)
→ nt | 0
CCOC(=O)Cn1c(=O)c2c(nc(N3CCOCC3)n2C)n(C)c1=O
→ nt | -9
NC(=O)CC(NC(=O)Cc1cccc2ccccc12)c1ccc(NC2CCCCCC2)c([N+](=O)[O-])c1 (centres undefined)
→ nt | -10
CCOC(=O)c1c(C)nc2ccccn12
→ -23 | -14
Nc1nnc(SCC(=O)NC23CC4CC(CC(C4)C2)C3)s1
→ nt | -8
COc1ccc2[nH]c(=O)c(CN(C(=O)c3ccccn3)c3ccccc3)cc2c1
→ 3 | 12
CCCc1cc(C(N)=O)c(NC(=O)c2cc(C)on2)s1
→ 26 | -10
C=CCN1C(=O)/C(=C2/Sc3ccccc3N2C)SC1=Nc1c(C)n[nH]c1C
→ 6 | 4
CCCCOc1ccc(C(=O)CCN2CCCCC2)cc1
→ -7 | -17
Nc1c(Br)cc2oc(-c3ccccc3)nc2c1Br
→ 17 | nt
COC(=O)CSc1cnc2ccccc2n1
→ nt | 12
O=C1C2C3C=CC(C3)C2C(=O)N1CN(Cc1ccccc1)CN1C(=O)C2C3C=CC(C3)C2C1=O (centres undefined)
→ -7 | -13
c1ccc(-c2nc(-n3nc4ccccc4n3)nc3ccccc23)cc1
→ nt | 1
CCOP(=O)(OCC)C(O)c1ccc(OC)c(OC)c1 (centres undefined)
→ nt | 10
CC1=CC=CN2CC(O)CN=C12 (centres undefined)
→ -10 | nt
Cc1ccc(-c2nc(NC(=O)c3nn(C)cc3[N+](=O)[O-])sc2C)cc1
→ nt | 9
COc1ccc(-c2cc(C(=O)OCC(=O)N3CCCC3)c3ccccc3n2)cc1
→ -35 | nt
CCCC1(C(=O)OC)NC(c2cc(OC)c(OC)c(OC)c2)C2C(=O)N(CC)C(=O)C21 (centres undefined)
→ -4 | 18
CN(Cc1ccccc1)C(NC(=O)c1ccccc1)C(Cl)(Cl)Cl (centres undefined)
→ nt | -7
Cc1nnc(NC(=O)c2cccc(S(=O)(=O)N3CC(c4ccccc4)CC3=O)c2)s1 (centres undefined)
→ nt | 8
O=C1NCCCc2c1no[n+]2[O-]
→ -2 | -13
C/C(NCc1cccnc1)=C(\C#N)C(=O)NCc1ccccc1
→ -4 | 2
COc1ccc(OC)c(-n2c(=S)[nH]c3cc(C(=O)N4CCC(C(N)=O)CC4)ccc3c2=O)c1
→ nt | -9
CCc1ccccc1NC(=O)C(C)n1nc([N+](=O)[O-])c(Br)c1C (centres undefined)
→ nt | -17
CC(=O)c1ccc(N2CCCC2)c(F)c1
→ -34 | 12
CC1CCN(c2nc(-c3ccccc3O)nc3ccccc23)CC1
→ nt | 7

Assay outcomes: PubChem BioAssay, several laboratories
